# p53null 39C tox – p53 null cell cytotoxicity, nonpermissive temperature | H1299 p53-null (neo) cells, 39C, ATPlite viability, 24 h | AID 904 | 0.97% of 55,000 active | Potency, µM (top dose mostly 46.1 µM), for inactives: at the top dose activity, negative = cell killing, usual class: cytotoxic;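 also: potency is read from the fitted curve at half-maximal effect; 0% = DMSO only and -100% = full killing by 100 µM tamoxifen; nearly all actives have a fitted effect of over 50% in size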
#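 Cells seeded at 600/well, 37C overnight. Compound added (up to 46 uM), plates shifted to 39C for 24 hr. ATPlite added, luminescence read after 20 min at room temperature.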
# GALK inh – GALK (human) enzyme inhibition | P51570 | recombinant GALK, Kinase-Glo ATP luminescence, 1 h | Potency, µM (doses to about 57.5 µM), inactives show at the highest dose activity, negative = inhibition, actives largely listed as inhibitors | 44,000 tested, under 10 active | AID 1347072;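 also: plate controls were full GALK reaction for no effect and reaction lacking GALK for full effect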
#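 5 nM GALK with 35 µM ATP and 100 µM galactose in HEPES pH 8.0, MgCl2, NaCl, DTT, BSA; 1 h RT reaction, remaining ATP detected by Kinase-Glo Plus luminescence after 10 min; qHTS concentration series.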
# PTAP-TSG101 blk – blocks PTAP binding to human TSG101, validation. Q99816. Potency, µM (top dose mostly 115 µM), for inactives: at the top dose activity change, negative = inhibition, usual class: inhibitors. 44,000 tested, under 10 active. Fluorescence polarization, FITC-PTAP peptide/Tsg101, 20 min; also: potency is read from the fitted curve at half-maximal effect; 0% is about no effect
#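 FITC-labeled PTAP peptide (50 nM final) binding to Tsg101 binding domain (10 uM final) read by fluorescence polarization after 20 min at r.t. in HEPES pH 7.5 buffer. Actives by CRC class, <25 µM.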
# NTMT1 inhibitor – inhibitors of human N-terminal methyltransferase NTMT1; 2.5% of 59,000 active; Potency, µM (titrated, usually from 114 µM), for the others: top-dose activity change, negative = inhibition, most hits filed as inhibitors; NTMT1 MTase-Glo SAH luminescence, purified enzyme; AID 1645870; Q9BV86;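 also: potency is read from the fitted curve at half-maximal effect; plate controls were DMSO vehicle for no effect and no enzyme for full effect; nearly all actives have a fitted effect of over 65% in size; many of its hits are not listed in these tables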
# Target sequence (Q9BV86 whole entry, looked up): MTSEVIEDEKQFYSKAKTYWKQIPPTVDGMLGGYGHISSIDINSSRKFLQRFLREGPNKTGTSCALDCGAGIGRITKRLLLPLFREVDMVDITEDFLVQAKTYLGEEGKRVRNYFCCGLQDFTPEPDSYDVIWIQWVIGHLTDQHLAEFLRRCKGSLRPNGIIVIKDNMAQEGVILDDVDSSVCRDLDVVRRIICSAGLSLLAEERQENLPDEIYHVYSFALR
# FH mod – Identification of activators of human fumarate hydratase by quantitative high-throughput screening | FH coupled MDH/diaphorase resazurin fluorescence, 15 min | Potency, µM (series often up to 79.9 µM), for inactives: top-dose activity change, negative = inhibition, actives largely listed as inhibitors | Fumarate hydratase, mitochondrial (Homo sapiens), P07954 | 0.22% of 54,000 active; also: potency is read from the fitted curve at half-maximal effect; % is scaled to controls: 0 for no effect and ±100 for the full control effect; the screen sought activators but most active calls are inhibition curves; nearly all actives have a fitted effect of over 45% in size
# Target sequence (P07954 whole entry, looked up): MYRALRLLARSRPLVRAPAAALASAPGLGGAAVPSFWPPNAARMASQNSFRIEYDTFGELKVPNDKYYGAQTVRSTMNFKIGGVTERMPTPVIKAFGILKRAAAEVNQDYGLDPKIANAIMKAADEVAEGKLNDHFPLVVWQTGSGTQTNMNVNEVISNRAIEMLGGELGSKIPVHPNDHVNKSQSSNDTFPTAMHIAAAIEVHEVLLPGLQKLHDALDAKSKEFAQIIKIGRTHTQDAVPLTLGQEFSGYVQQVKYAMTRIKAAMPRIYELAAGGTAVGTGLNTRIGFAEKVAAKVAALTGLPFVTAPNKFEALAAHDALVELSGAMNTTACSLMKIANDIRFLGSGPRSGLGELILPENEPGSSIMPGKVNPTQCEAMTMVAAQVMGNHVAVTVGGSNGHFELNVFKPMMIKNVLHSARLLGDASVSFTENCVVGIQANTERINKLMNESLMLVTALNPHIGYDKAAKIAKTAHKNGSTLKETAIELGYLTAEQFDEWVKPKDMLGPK
# p53null 32C tox – p53 null cell cytotoxicity, permissive temperature | H1299-neo p53 null cells, ATP luminescence, 24 h, 32C | Potency, µM (series often up to 46.1 µM), without a hit: top-dose activity change, negative = cytotoxicity, usual class: cytotoxic | 0.62% of 55,000 active | AID 903;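 also: potency is read from the fitted curve at half-maximal effect; 0% = DMSO only and -100% = full killing by 100 µM tamoxifen; nearly all actives have a fitted effect of over 55% in size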
#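 Cells lacking p53 (H1299-neo) are plated at 600 per well and allowed to settle overnight at 37C. Test compounds (up to 46 uM) are added and held 24 hours at 32C, then ATP is quantified by luminescence.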
# B2AR arrestin ag – ADRB2 beta-arrestin recruitment. 44,000 tested, under 10 active. P07550. AID 1347077. HTLA Tango cells, beta-arrestin recruitment, luciferase luminescence, 18 h. Potency, µM (highest dose often 46.1 µM), without a hit: at the top dose activation, most hits filed as activators;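 also: potency is read from the fitted curve at half-maximal effect; 0% = DMSO and full agonism = EC100 isoproterenol or metaproterenol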
#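 Luminescence read-out: arrestin recruitment to recombinant beta2-AR releases tTA, inducing luciferase. Cells exposed 18 hr at 37 degrees C to up to 46 microM compound; %Activity from corrected signal, concentration-response curves classified by r2, magnitude and efficacy.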
# * = called active by the depositor; ? = inconclusive; / = not tested or not shown; [ ] = remark or other dose. Calls follow the shape of the dose curve; as a rule, active = well fitted curve in the direction sought with a large enough effect; inconclusive = small, poorly fitted or top-dose-only effect, or another doubt; inactive = no such curve, though single readings can be large; an effect the other way counts as inactive or inconclusive. A portion of the library, so the mix of outcomes need not match the whole.
Molecule	p53null 39C tox	B2AR arrestin ag	FH mod	p53null 32C tox	GALK inh	PTAP-TSG101 blk	NTMT1 inhibitor
Cc1cc(C)cc(-n2nnc(-c3nc(-c4ccccc4F)no3)c2C)c1	-9%	1%	1%	-1%	1%	2%	?
CCOC(=O)c1ccc(NC(=O)C2=C(C)C(=O)OC23CCN(C(C)=O)CC3)cc1	-8%	-1%	8%	-6%	4%	-6%	-9%
CC(=O)Nc1ccc(C(=O)CSc2nnc3ccc4ccccc4n23)cc1	16%	-5%	-24%	2%	3%	1%	-1%
COc1ccc(NC(=O)CSC2=Nc3ccccc3C3=NC(CCC(=O)NC4CCCCC4)C(=O)N23)cc1 (stereo unspecified)	-7%	-1%	-19%	-3%	-4%	-5%	0%
Cc1ccc(CNC(=O)c2ccc(N3Cc4ccccc4Oc4ncccc43)s2)cc1	-8%	-4%	-9%	21%	-2%	1%	-7%
CCn1cc2nc(SCc3cccc(C(F)(F)F)c3)n(Cc3ccc(C)cc3)c(=O)c2n1	24%	-1%	?	6%	1%	-5%	1%
O=C(CCC(=O)N1Cc2ccccc2Oc2ncccc21)NCc1cccc(Cl)c1	-1%	1%	0%	0%	-5%	-6%	18%
COc1cccc(-c2ncnn2-c2sc3c(c2C#N)CCCCC3)c1OC	-17%	0%	?	-5%	2%	1%	?
CCn1c(=O)cc(OCC(=O)NCc2ccccc2OC)c2ccccc21	-6%	0%	-14%	-1%	8%	0%	-1%
Cc1ccc(CCNC(=O)C2CC(=O)N(CCc3ccc(C)cc3)C2)cc1 (stereo unspecified)	1%	-1%	7%	-8%	2%	-4%	?
CCOC(=O)c1cc(-c2ccc(OC)cc2)n(CCC(=O)Nc2ccc(OC)cc2OC)c1C	1%	4%	-26%	6%	3%	0%	11%
O=C(Cn1c(=O)ccc2cc(S(=O)(=O)N3CCCC3)ccc21)NCc1ccc(Cl)cc1	3%	0%	?	-1%	1%	0%	-5%
Cc1cccc(C)c1NC(=O)NCCc1c[nH]c2ccccc12	2%	-4%	1%	-6%	2%	-1%	18%
COc1cccc(NC(=O)CSc2nc(-c3ccccc3)nc3c2Cc2cc(Cl)ccc2O3)c1	17%	0%	7%	-4%	-11%	3%	7%
O=C(CC1C(=O)OCCN1Cc1ccccc1)Nc1cccc(C(F)(F)F)c1 (stereo unspecified)	/	1%	12%	/	-1%	0%	2%
Cc1ccc(CNC(=O)CS(=O)(=O)Cc2nc(-c3ccccc3C)oc2C)cc1	0%	-2%	-11%	-4%	11%	-2%	0%
CSc1ccc(CNC(=O)CCn2ccc3cc(S(=O)(=O)N4CCCC4)ccc32)cc1	-2%	1%	-12%	-1%	0%	2%	-8%
CCOC(=O)C1CCN(CC(=O)Nc2cc(C)c3c(=O)oc4ccccc4c3n2)CC1	-5%	1%	-1%	-3%	1%	-1%	4%
O=S(=O)(Nc1ccc(-c2ccc(N3CCCC3)nn2)cc1)c1cc(F)ccc1F	-11%	3%	/	5%	0%	-1%	/
COc1ccc(-c2nsc(NC(=O)c3oc4cc(C)c(C)cc4c3C)n2)cc1	-11%	1%	2%	-7%	0%	1%	10%
Cc1cc(C)c2nc(N3CCCC(C(=O)NCc4ccccc4F)C3)sc2c1 (stereo unspecified)	-13%	0%	1%	-7%	7%	-2%	4%
COc1ccc(N2CCN(C(=O)NCc3noc4ccccc34)CC2)cc1	?	0%	-1%	-5%	3%	-10%	-19%
Cc1nc2scc(C)n2c(=O)c1S(=O)(=O)Nc1cccc(C(F)(F)F)c1	-12%	-2%	/	6%	2%	0%	/
Cc1cc(C)cc(NC(=O)Cn2c(=O)n(-c3cc(C)cc(C)c3)c(=O)c3oc4ccccc4c32)c1	-3%	3%	-11%	12%	?	-4%	-4%
Cc1ccc(Cl)cc1N1CCN(C(=O)c2cccn2-c2nnc(N3CCCCC3)s2)CC1	35%[activator]	0%	?	17%	1%	-5%	0%
Cc1cn2c(=O)cc(COC(=O)c3ccc(NC(=O)c4ccccc4C)cc3)nc2s1	-23%	0%	2%	-17%	-2%	-3%	-1%
COc1cccc(C(=O)N2c3ccc(C)cc3C(C)(c3ccccc3)CC2(C)C)c1 (stereo unspecified)	25%	-1%	-5%	26%	0%	-1%	-9%
Cc1ccc(NC(=O)N2CCN(Cc3nc4ccc(C)cc4o3)CC2)cc1	7%	1%	3%	?	0%	0%	-16%
O=C(CCn1c(=O)c2cccn2c2ccc(F)cc21)NCc1ccccc1F	?	-1%	7%	3%	1%	-3%	13%
O=C(CSc1nc2ncccc2o1)Nc1cccc(C(F)(F)F)c1	?	0%	1%	-11%	1%	-4%	0%
Cc1ccc(S(=O)(=O)c2[nH]c(-c3ccccc3)nc2SCC(N)=O)cc1	-10%	-4%	2%	2%	-1%	-3%	-3%
COc1ccccc1CNC(=O)CCCCn1c(=O)c2ccccc2n(CC(=O)Nc2cc(Cl)ccc2C)c1=O	-19%	-2%	-10%	-18%	7%	0%	-8%
COc1cccc(CNC(=O)CCS(=O)(=O)c2ccc3c(c2)oc(=O)n3C)c1	-8%	0%	?	12%	0%	0%	-17%
Cc1nc2ccn(Cc3cccnc3)c(=O)c2cc1C(=O)N1CCN(c2ccccc2F)CC1	-18%	0%	-5%	-4%	-2%	-1%	12%
CC(CCc1ccccc1)NC(=O)Cn1c(=O)nc(-c2ccccc2)c2cc(Cl)ccc21 (stereo unspecified)	?	-1%	-4%	-9%	4%	-5%	-5%
O=C(Cn1ncc2c3ccccc3n(Cc3ccc(F)cc3)c2c1=O)NCc1cccs1	-10%	-3%	9%	-5%	6%	4%	6%
CCc1ccc(C2C(C(=O)Nc3ccccc3OC)=C(C)Nc3c(C(=O)Nc4ccc(C)cc4)cnn32)cc1 (stereo unspecified)	10%	0%	?	4%	-4%	0%	0%
Cc1cc2c(cc1S(=O)(=O)Nc1ccc(OC(F)(F)F)cc1)OCC(=O)N2	-8%	-1%	-15%	0%	-10%	1%	?
Cc1cc2c(cc1C)NC(CC(=O)Nc1cccc(Cl)c1)C(=O)N2 (stereo unspecified)	?	0%	0%	-4%	-3%	-2%	20%
COc1ccc(Br)cc1Cn1nnc(C(=O)Nc2ccc(C)cc2C)c1N	17%	0%	-20%	-4%	0%	-6%	10%
Cc1ccc(C)c(NC(=O)CSC2=Nc3ccccc3N=C(c3ccc(F)cc3)C2)c1	-20%	0%	-2%	-5%	-3%	-1%	-2%
COc1cccc(CNC(=O)CCc2c(C)c3cc4c(C)coc4c(C)c3oc2=O)c1	-11%	0%	4%	-11%	-11%	1%	7%
CCCCc1ccc(C(=O)N/C(=C\c2ccc(C)cc2)C(=O)NC2CCCCC2)cc1	22%	0%	-7%	6%	0%	-1%	11%
O=C(CSc1nc2c([nH]c3ccccc32)c(=O)n1-c1ccccc1)N1CCCC1	-3%	0%	-1%	4%	0%	-7%	?
Cc1cccn2c(=O)c(C(=O)NC(C)c3ccccc3)cnc12 (stereo unspecified)	8%	-1%	-3%	12%	-2%	0%	-12%
Cc1ccc(NC(=O)c2cn3c4c(ccc(Cl)c4c2=O)OC(C)C3)cc1C (stereo unspecified)	-12%	1%	-10%	-7%	-4%	6%	-13%
CCCCNS(=O)(=O)c1ccc2nc(-c3cccnc3)cc(C(=O)NCCC)c2c1	0%	-2%	3%	0%	0%	4%	-3%
Cn1cccc1-c1cc2n(n1)CCC(=O)N2CCCC(=O)NCc1ccc(F)cc1	7%	1%	-5%	-1%	-2%	1%	3%
Cc1cc(C)cc(NS(=O)(=O)c2ccc(-c3cc(C)no3)cc2)c1	16%	0%	/	21%	-4%	-1%	/
O=C(Nc1ccc(F)cc1)C1CCN(S(=O)(=O)c2ccc3c(c2)CCCN3C(=O)C2CCC2)CC1	-1%	0%	-37%	-9%	3%	1%	14%

# (continued)
Molecule	p53null 39C tox	B2AR arrestin ag	FH mod	p53null 32C tox	GALK inh	PTAP-TSG101 blk	NTMT1 inhibitor
CCOC(=O)NC1(C(F)(F)F)NC(=O)N(c2ccc(C)c(C)c2)C1=O (stereo unspecified)	6%	7%	-7%	10%	3%	0%	3%
CCCSCCCNC(=O)C1CCN(c2nn3cc(-c4ccc(F)cc4)nc3s2)CC1	-7%	2%	2%	-11%	3%	-12%	11%
O=C(CCc1nnc2n(Cc3ccccc3Cl)c(=O)c3ccccc3n12)Nc1ccc(F)cc1	-13%	0%	-5%	-4%	-1%	1%	-1%
COc1ccc(-c2cc3ccc(O)c(CN4CCCC(C)C4)c3oc2=O)cc1OC (stereo unspecified)	-6%	1%	-11%	1%	0%	-7%	20%
Cc1ccc(-n2ncc3c(NCCc4ccc(S(N)(=O)=O)cc4)ncnc32)cc1	-3%	1%	-20%	-4%	1%	-5%	-5%
CCCC12CN3CC(C)(CN(C1)C3c1cn(CC)c3ccccc13)C2=O (stereo unspecified)	-10%	-2%	-17%	11%	?	0%	2%
CC1CCN(c2ccc(-c3cccc(NS(=O)(=O)c4ccc(Cl)s4)c3)nn2)CC1	10µM*	0%	/	6.3µM*	1%	1%	/
CCC(=O)Nc1ccccc1-c1nc2ccccc2n(C(CC)C(=O)Nc2cccc(C(C)=O)c2)c1=O (stereo unspecified)	7%	-2%	?	7%	4%	1%	-4%
Cn1c(SCC(=O)Nc2ccc(F)cc2)nc2c([nH]c3ccccc32)c1=O	12%	0%	-11%	-12%	-3%	1%	-3%
COc1ccc(NC(=O)Cn2ccn(-c3ccccc3)c(=O)c2=O)cc1	-14%	-1%	8%	-1%	1%	3%	11%
O=C(c1cc2ccccc2oc1=O)N1CCN(c2ccc(F)cc2)CC1	-17%	1%	-2%	-4%	2%	-3%	?
CCCN1CCN(CCCNC(=O)c2cnn(-c3ccc(F)cc3)c2-n2cccc2)CC1	10%	0%	5%	-4%	2%	3%	6%
COc1ccc(-c2cn3nc(N4CCCC(C(=O)NCc5ccccc5C)C4)sc3n2)cc1 (stereo unspecified)	-12%	0%	-11%	-13%	-6%	2%	-1%
CCN(c1ccccc1)S(=O)(=O)c1ccc(NC(=O)c2cc(=O)c3cc(C)cc(C)c3o2)cc1	43%[activator]	-1%	-7%	-5%	7%	-9%	4%
Cc1cc(C)c(NC(=O)Nc2csc3c2CCCC3)c(C)c1	12%	1%	19%	-9%	-9%	0%	-3%
O=C(Nc1ccc(F)cc1F)c1ccc(-n2cnc3cccnc32)cc1	22%	-1%	-3%	-1%	0%	-1%	4%
Cc1cc(C)n(C(C)CC(=O)Nc2ccc(Cl)cc2C)n1 (stereo unspecified)	10%	1%	3%	-4%	1%	0%	-1%
COc1ccccc1CNC(=O)CCC1N=C2c3ccccc3N=C(SCC(=O)Nc3ccc(N(C)C)cc3)N2C1=O (stereo unspecified)	-4%	-1%	-11%	-6%	3%	-1%	?
